Yfh1-depleted yeast: mitochondrial function rescue without frataxin homolog – Friedreich's ataxia, plus single-dose screen, dose response (AID 1465) | 220,000 compounds, 0.074% hits | one-dose fold induction at 50 µM; EC50 in µM for titrated hits | S. cerevisiae Yfh1-off respiration, WST-1 reduction, 72 h; higher fold induction means a stronger effect;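 active = fold induction of absorbance versus untreated yeast above a set limit, then at least 30% activation at any dose in follow-up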;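 also: activators that raise dye reduction in frataxin-depleted yeast; strong numbers were not always called active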
XIAP displacement: XIAP antagonists, biochemical, IAP family, fluorescence polarization (AID 1018) | displacement, % at 20 µM; hits with a dose series show IC50 in µM | XIAP BIR domain, fluorescence polarization peptide displacement; higher % means a stronger effect | 200,000 compounds, 0.007% hits; in the data active = displacement above about 50%; also: a part of the inactive calls stands beside numbers as strong as those of hits
WT yeast gro inh: growth inhibition of WT yeast, mitochondrial fusion screen; inhibition, % at 10 µM; 190,000 compounds, 2.1% hits; mitochondrial fusion phenotypic screen, WT strain; in the data active = inhibition above about 58%; tested in S. cerevisiae
TNAP activators: stimulation of alkaline phosphatase TNAP activity – biochemical, luminescent, no phosphate acceptor, uHTS, primary screen (AID 1001); one-dose activation fold at 20 µM; EC50 in µM for titrated hits; purified TNAP, luminescent activation assay, no phosphate acceptor; higher activation fold means a stronger effect; 200,000 compounds, 0.03% hits; in the data active = activation fold from about 3, or a potency from the dose series; inactive = the rest, 99 in 100 with activation fold below about 1.6; also: many of its hits are not listed in these tables
LYP inhibition: PTPN22 lymphoid phosphatase activity blockers – biochemical, fluorescence intensity, uHTS (AID 1779). recombinant LYP phosphatase, fluorescence intensity; higher % means a stronger effect. inhibition, % at 11.5 µM; hits with a dose series show IC50 in µM. 290,000 compounds, 0.054% hits;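 also: plate controls were vehicle with enzyme for no effect and no enzyme for full effect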
human PMI inhibitors: MPI inhibition at elevated mannose 6-phosphate – biochemical, fluorescence intensity, high mannose 6-phosphate, primary screen (AID 1220) | recombinant PMI enzyme, coupled fluorescence intensity; higher % means a stronger effect | 190,000 compounds, 0.66% hits | inhibition, % at 20 µM, or IC50 in µM where a hit was titrated
human PMI inhibition: MPI enzyme activity inhibition – biochemical, fluorescence intensity, coupled assay, primary screen (AID 1209). purified PMI enzyme, coupled fluorescence intensity; higher % means a stronger effect. inhibition, % at 20 µM, or IC50 in µM where a hit was titrated. 190,000 compounds, 0.42% hits;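 also: plate controls were DMSO vehicle for no effect and wells lacking substrate for full effect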
P. falciparum M1AAP: malaria alanyl aminopeptidase activity blockers – biochemical, fluorogenic H-Leu-NHMec substrate, 1536-well (AID 1445). recombinant M1AAP, H-Leu-NHMec fluorogenic kinetic assay; higher % means a stronger effect. one-dose inhibition, % at 30 µM; IC50 in µM for titrated hits. 220,000 compounds, 0.42% hits;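 active = primary inhibition above the hit cutoff, then over 50% inhibition at one or more dose response concentrations, cut at about 23% in these data, passing the limit was not always enough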;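 also: plate controls were DMSO full reaction for no effect and no enzyme background for full effect; strong numbers were not always called active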
P. falciparum M17LAP: P. falciparum M17LAP inhibitors, primary screen, biochemical, fluorogenic H-Leu-NHMec substrate, 1536-well (AID 1619); recombinant M17LAP, H-Leu-NHMec fluorogenic kinetic assay; higher % means a stronger effect; one-dose inhibition, % at 30 µM; IC50 in µM for titrated hits; 220,000 compounds, 0.38% hits;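 active = compound inhibiting the enzyme by more than half at any dose during confirmatory dose-response retesting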;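 also: plate controls were full reaction with DMSO carrier for no effect and no enzyme background for full effect; strong numbers were not always called active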
WT yeast gro inh mutant strain: further read-out of WT yeast gro inh, marked with its call; inhibition, %; mitochondrial fusion phenotypic screen, mutant strain inhibition
Active calls of the source: *; i = inactive; . = no result given; & = joins results of further samples. Rule as the data show it, unless noted: active = inhibition above about 50%; inactive = the rest. Compounds as they come; 3.7% or so of the library scored in one or more.

The first four entries (preview)
SMILES	Yfh1-depleted yeast	XIAP displacement	WT yeast gro inh	WT yeast gro inh mutant strain	TNAP activators	LYP inhibition	human PMI inhibitors	human PMI inhibition	P. falciparum M1AAP	P. falciparum M17LAP
COc1ccc(-c2nc(C#N)c(NCc3ccc(F)cc3)o2)cc1OC	i	2.3%	-4	-2	1.1	-14%	14%	15%	-2%	5%
COc1ccc(CCNC(=O)CSc2ccc(-c3cccs3)nn2)cc1	i	-1.7%	-9	8	1.1	-3%	0%	-2%	3%	-5%
CC(C)(C)c1nnc(SCC(=O)c2ccccc2)n(N)c1=O	i	-2.8%	16	-6	1.1	-9%	14%	23%	-3%	18%
Cc1ccc(Sc2cc(Cl)nc(N)n2)cc1	i	-0.8%	14	6	1.1	-3%	14%	17%	0%	3%

Results, from the first entry:
SMILES	Yfh1-depleted yeast	XIAP displacement	WT yeast gro inh	WT yeast gro inh mutant strain	TNAP activators	LYP inhibition	human PMI inhibitors	human PMI inhibition	P. falciparum M1AAP	P. falciparum M17LAP
COc1ccc(-c2nc(C#N)c(NCc3ccc(F)cc3)o2)cc1OC	i	2.3%	-4	-2	1.1	-14%	14%	15%	-2%	5%
COc1ccc(CCNC(=O)CSc2ccc(-c3cccs3)nn2)cc1	i	-1.7%	-9	8	1.1	-3%	0%	-2%	3%	-5%
CC(C)(C)c1nnc(SCC(=O)c2ccccc2)n(N)c1=O	i	-2.8%	16	-6	1.1	-9%	14%	23%	-3%	18%
Cc1ccc(Sc2cc(Cl)nc(N)n2)cc1	i	-0.8%	14	6	1.1	-3%	14%	17%	0%	3%
O=S(=O)(CCN1CCN(c2ccccn2)CC1)c1ccc(F)cc1	i	.	.	.	.	-5%	.	.	2%	1%
COc1ccc(S(=O)(=O)N2CCCC2C(=O)Nc2ccc(O)cc2)cc1 (stereo not given)	i	-10%	7	4	1.1	-1%	12%	20%	4%	0%
Cc1cc(C(=O)CN2C(=O)C(=O)N(Cc3ccccc3)C2=O)c(C)n1-c1ccc2c(c1)OCCO2	i	-0.6%	12	-17	1.1	7%	30%	20%	0%	-11%
CC1(NC(=O)C2CCCCC2)CCS(=O)(=O)C1 (stereo not given)	i	-5.9%	18	-8	1	-20%	9%	3%	-2%	-8%
COc1ccc(NC(=O)CCCC(=O)OCC(F)(F)C(F)F)cc1	i	0.8%	.	.	1.1	-6%	5%	8%	.	.
C=CCN1C(=O)C(Cc2ccc(OC)cc2)S/C1=N/N=C/c1ccco1 (stereo not given)	i	2.8%	24	4	1.1	4%	19%	20%	2%	7%
CCO[C@H]1OC(C(N)=O)=C[C@@H](c2coc3ccccc3c2=O)[C@@H]1CCCO	i	0.8%	-2	4	1	-3%	4%	6%	3%	-2%
Cn1cnc2nc3n(c2c1=O)CCC3	i	-4.7%	-13	4	1	-8%	15%	18%	13%	10%
CCOC(=O)c1sc(NC(=O)/C=C/c2cnn(C)c2C)c(C(=O)OC(C)C)c1C	i	1.6%	59*	-7.1*	1.1	3%	38%	38%	5%	0%
COc1ccc(CCN2C(=O)C3C(C2=O)C2C=CC3C23CC3)cc1OC (stereo not given)	i	-8.8%	5	-16	0.9	-5%	-17%	-15%	2%	-3%
OC(COc1cccc2ccccc12)CN1CCN(c2ccc(Cl)cc2)CC1 (stereo not given)	i	.	.	.	.	3%&-2%	.	.	1%	-5%
CCOc1ccccc1N(CC(=O)NC1CCCCC1)C(=O)CNC(=O)c1ccco1	i	-6.0%	-3	2	1.1	-9%	-6%	-9%	2%	-8%
O=C(N/N=C/c1coc2ccccc2c1=O)c1cc(O)cc(O)c1	i	-5.1%	-6	-8	1	-9%	-6%	3%	-4%	29%
Cc1ccc(CCNC(=O)CN(C)S(=O)(=O)c2ccc3c(c2)c(=O)n(C)c(=O)n3C)cc1	i	-2.0%	-16	-10	1.2	-6%	-8%	-2%	6%	7%
CN(Cc1nccn1C)C(=O)CCc1nnc(CCC2CCCCC2)o1	i	-0.8%	-4	0	1	-9%	.	.	-1%	-2%
C=CCc1cccc(/C=N/NC(=O)C(=O)Nc2ccc(C)cc2)c1O	i	-0.9%	-5	13	1.6	-4%	-5%	3%	12%	10%
O=C(Cc1ncc(C(F)(F)F)cc1Cl)N1CCN(c2cccc(Cl)c2)CC1	i	-4.5%	-5	-7	1	6%	5%	9%	3%	-2%
Cc1ccc(F)cc1NCC(=O)Nc1ccc(Br)cc1	i	-5.3%	48	10	1	-3%	4%	13%	7%	14%
Cc1cc(C)n(-c2n[nH]c(=O)c3ccccc23)n1	i	.	.	.	.	2%	.	.	0%	10%
CC(Sc1ccccc1)C(=O)Nc1ccc(S(=O)(=O)N2CCOCC2)cc1 (stereo not given)	i	-1.3%	-7	0	1.1	1%	10%	7%	5%	12%
Cc1cc(NC(=O)CSc2nncc(=O)n2N)no1	i	-6.5%	-1	0	1	-10%	-12%	-7%	-1%	1%
CCCCCCCCNC(=O)/C(C#N)=C/c1ccccc1[N+](=O)[O-]	i	-7.3%	68	81	1	1%	15%	16%	5%	2%
COc1ccc(OC)c(-c2csc(NC(=O)CSc3ccc([N+](=O)[O-])cc3)n2)c1	i	-23%	33	-4	1.1	12%	-3%	8%	1%	-9%
COc1cccc(-c2nnc(NC(=O)c3cccc(F)c3)o2)c1	i	.	62	66	.	-5%	.	.	-18%	-20%
COc1ccc(OC)c(NC(=O)c2ccccc2NC(=O)c2ccco2)c1	i	.	.	.	.	-6%	.	.	4%	-9%
CCOC(=O)c1ccc(S(=O)(=O)N2CCN(C(=O)CSc3nc4ccccc4o3)CC2)cc1	i	-15%	6	-5	1	4%	15%	19%	8%	-14%
CC(C)CCNC(=O)c1cccnc1Sc1ccccc1	i	-4.2%	5	11	0.8	0%	-5%	6%	-4%	-4%
Cc1ccccc1-n1cc(CNCc2c(C(=O)N(C)C)nc3ccc(Cl)cn23)cn1	i	-5.4%	-14	8	1.1	-1%	5%	4%	5%	11%
CC1=CC(C)(C)N(C(=O)CSc2nccn2C)c2cc(C)ccc21	i	-4.5%	17	10	1.1	-6%	-3%	-6%	10%	12%
CC(=O)Nc1ccc(/C=C/c2ccc3c([N+](=O)[O-])cccc3n2)cc1	i	-6.0%	-4	-4	0.9	-4%	-20%	-22%	-3%	-10%
COc1ccc(-c2ccc(CCC(=O)O)n2-c2ccc(O)cc2)cc1	i	-8.5%	-12	-2	1.2	-5%	31%	8%	-5%	1%
COc1ccccc1C1OC2=C(Nc3ccc([N+](=O)[O-])cc3N2)C1=O (stereo not given)	i	.	.	.	.	0%	.	.	6%	0%
CCOc1ccc(NC(=O)CSc2nnc(-c3ccccc3)n2N)cc1	i	-4.6%	4	-4	0.9	-2%	-17%	-17%	5%	5%
CCc1ccc(N(CC(=O)NC2CCCC2)S(=O)(=O)c2c(C)noc2C)cc1	i	-3.3%	-3	0	1.1	0%	15%	10%	1%	-2%
S=C(NC1CCCCC1)NN1CCOCC1	i	-9.2%	0	16	1.2	-5%	-7%	-13%	4%	19%
Cc1ccc(Nc2c(-c3ccc(N4CCOCC4)cc3)nc3ncccn23)cc1	.	-2.1%	11	0	1	-8%	-18%	-15%	2%	4%
CC1CCCCN1S(=O)(=O)c1ccc2c(c1)CCN2C(=O)C1CCC1 (stereo not given)	.	-1.6%	10	-37	1.1	-5%	2%	4%	-1%	8%
CCc1nnc(NC(=O)CSc2nc3c(c(=O)n2-c2ccccc2OC)SCC3)s1	i	-0.9%	25	25	1.1	-4%	-1%	6%	8%	2%
C/C=C(/C)C(=O)Nc1cccc(C2=NOC3(C2)C[C@H](C(N)=O)N(C(=O)Cc2ccc([N+](=O)[O-])cc2)C3)c1 (stereo not given in full)	i	.	.	.	.	-8%	.	.	-3%	6%
CC1=C(C(=O)OCc2ccc(C)cc2)C(c2ccc(O)c([N+](=O)[O-])c2)NC(=O)N1 (stereo not given)	i	-7.4%	-9	-25	0.9	-4%	-14%	-23%	7%	-9%
CS(=O)(=O)N1CCN(C(=O)c2cc3ccccc3oc2=O)CC1	i	-4.7%	-3	-1	1.1	-1%	3%	8%	10%	11%
CSc1ncc(Cl)c(C(=O)Nc2ccccc2Cl)n1	i	-3.6%	0	22	1.1	-8%	5%	16%	8%	4%
CN(C)S(=O)(=O)c1ccc(Nc2nc(C3CC3)nc3c2nnn3Cc2ccccc2Cl)cc1	i	-6.1%	10	15	1	-3%	0%	10%	5%	-5%
COc1ccc([N+](=O)[O-])cc1NC(=O)Cc1ccc(C)cc1	i	-8.2%	-14	-17	1.1	-7%	7%	18%	6%	2%
c1ccc(CCc2nc(-c3ccccn3)no2)cc1	i	-0.9%	-10	-13	1.1	-5%	5%	7%	8%	6%
CCOC(=O)c1cc(-c2ccc3c(c2)OCCO3)n[nH]1	i	-0.4%	-12	-17	0.2	-6%	0%	2%	2%	6%
Cc1c(C(=O)C(=O)N2c3ccccc3CC2C)c2ccccc2n1C (stereo not given)	i	-5.5%	14	-6	1.1	4%	3%	4%	6%	2%
S=C1NC(c2ccccc2)=CC(c2ccccc2)N1 (stereo not given)	i	-4.0%	-4	21	1	0%	-14%	-27%	4%	3%
COC(=O)c1sc2cc([N+](=O)[O-])cc(SCC(C)C)c2c1N	i	-5.9%	-1	-11	1	-2%	-5%	-15%	4%	-8%
Cc1c(C(=O)O)sc2nc3n(c(=O)c12)CCC(C)CC3 (stereo not given)	i	-5.9%	-20	-12	1.1	-4%	-14%	-9%	6%	-3%
Cc1ccc(-c2nn(Cc3ccccc3)cc2/C=C/C(=O)O)cc1C	i	-2.2%	2	3	1.1	-5%	6%	7%	0%	29%
COc1ccc(C2C(C(=O)Nc3cc(OC)c(OC)c(OC)c3)c3ccccc3C(=O)N2C)cc1OC (stereo not given)	i	-7.8%	-13	3	1.3	-4%	9%	2%	5%	6%
COc1ccc(C(C)=O)cc1CN1C(=O)NC2(CCCCCC2)C1=O	i	-4.1%	-3	-10	1.1	-7%	-1%	4%	0%	-2%
CN(N)c1nc(-c2ccccc2)nnc1C(F)(F)F	i	0.2%	11	0	1	-11%	-1%	-6%	1%	-1%
N#CCC(=O)Nc1ccc(C(=O)OCC(=O)N(Cc2ccccc2)C2CCS(=O)(=O)C2)cc1 (stereo not given)	i	-0.7%	-9	4	1	-2%	6%	8%	-8%	-6%
Cc1ccc(C)c(N2N=C(C(=O)O)CCC2=O)c1	i	.	.	.	.	-7%	.	.	-5%	-12%
The results go on.
SMILES	Yfh1-depleted yeast	XIAP displacement	WT yeast gro inh	WT yeast gro inh mutant strain	TNAP activators	LYP inhibition	human PMI inhibitors	human PMI inhibition	P. falciparum M1AAP	P. falciparum M17LAP
CC1=C(C(=O)OCC2CCCO2)C(c2ccc(Cl)cc2)NC(=O)N1 (stereo not given)	i	-5.2%	-15	-4	1	-8%	7%	1%	0%	-1%
CCOC(=O)c1c[nH]c2nc(C)ccc2c1=O	i	-3.8%	-6	5	1.1	-5%	-1%	-5%	2%	0%
CCOC(=O)CSc1nn(-c2ccccc2)c(=S)s1	i	-1.7%	4	-10	1	-3%	-10%	-9%	3%	4%
Cn1c(SCc2cccnc2)nc2c(c1=O)SCC2	i	-10%	-3	10	1	-7%	-40%	-54%	-1%	0%

Assay outcomes: PubChem BioAssay, several laboratories
